Screens (PubChem)
Spn MK inh = S. pneumoniae MK inhibitors, primary screen, biochemical, PK/LDH-coupled NADH absorbance; actives 0.48% (n = 65,000); inhibition, % at 10 µM; purified MK, PK/LDH-coupled NADH absorbance 340 nm;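 active = ranked among the strongest by inhibition in the single 10 µM screen, a fixed top-ranked set picked for dose follow-up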; also: no value below 0 was filed
Bfl-1 inhibitors = Bfl-1 inhibitors, primary screen, biochemical, fluorescence polarization, FITC-Bid, mouse (AID 432) | Bcl-2-related protein A1 (Mus musculus) | FITC-Bid BH3 peptide fluorescence polarization displacement; higher % means a stronger effect | one-dose displacement, % at 20 µM; IC50 in µM for titrated hits | actives 0.02% (n = 64,000); in the data active = a potency from the dose series; inactive = the rest, 99 in 100 with displacement below about 15%; also: strong numbers were not always called active
LYP inhibition = LYP phosphatase inhibitors, primary screen, biochemical, DiFMUP fluorescence, recombinant catalytic domain, 10 µM (AID 606); Tyrosine-protein phosphatase non-receptor type 22 (Homo sapiens); recombinant LYP catalytic domain, DiFMUP fluorescence; higher % means a stronger effect; inhibition, % at 10 µM, or IC50 in µM where a hit was titrated; 52,000 tested, under 10 active;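 active = IC50 under 40 µM in the dose-response test; inactive = IC50 of 40 µM or more, or never dose-tested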
Alkaline phosphatase = human TNAP enzyme inhibitors, biochemical, luminescent (AID 518). inhibition, % at 20 µM, or IC50 in µM where a hit was titrated. actives 0.09% (n = 64,000). Alkaline phosphatase, tissue-nonspecific isozyme (Homo sapiens). purified TNAP enzyme, luminescent substrate readout; higher % means a stronger effect; in the data active = a potency from the dose series; inactive = the rest, 99 in 100 with inhibition below about 22%;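 also: plate controls were vehicle for no effect and reference inhibitor for full effect; many of its hits are not listed in these tables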
HPDE-C7K KRASV12 = cytotoxicity in KRAS-transformed pancreatic duct cells, primary screen, cell-based, fluorescence, HTS (AID 431). HPDE-C7K KRASV12 cells, Alamar Blue viability, 48 h; higher % means a stronger effect. cytotoxicity, % at 10 µM, or EC50 in µM where a hit was titrated. actives 1.7% (n = 63,000);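 active = compounds whose percent cytotoxicity in the single-dose primary screen, scaled between solvent and toxic-drug controls, exceeds 50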;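 also: 0% = DMSO solvent wells and 100% = doxorubicin-treated wells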
HT1080 cytotoxicity = cytotoxicity in HT1080 fibrosarcoma cells, cell-based, fluorescence readout (AID 620); HT1080 viability, fluorescence; higher % means a stronger effect; one-dose cytotoxicity, % at 10 µM; EC50 in µM for titrated hits; actives 0.42% (n = 87,000);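 also: cells exposed to compound overnight then 4 h with Alamar Blue; 0% = vehicle DMSO and 100% = killing control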
Spn DPM-DC inh = S. pneumoniae DPM-DC inhibitors, primary screen, biochemical, PK/LDH-coupled NADH fluorescence. diphosphomevalonate decarboxylase (Streptococcus pneumoniae D39). purified DPM-DC. calls only at 10 µM. actives 0.49% (n = 65,000). AID 556, 2006;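 active = the 320 compounds with the highest percent inhibition in the single-dose primary screen, excluding strongly autofluorescent ones, cut at about 32% in these data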;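 also: kinetic rate of NADH fluorescence loss reporting ADP formed by the decarboxylase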
Spn PMK inh = S. pneumoniae PMK inhibitors, primary screen, biochemical, mevalonate pathway, pilot trial included | phosphomevalonate kinase (Streptococcus pneumoniae D39) | purified PMK, PK/LDH-coupled NADH absorbance 340 nm | inhibition, % at 10 µM | actives 0.49% (n = 65,000) | AID 539, 2006;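 active = top-ranked compounds by inhibition in the single 10 µM screen, taking a fixed number of the strongest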;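 also: 0% = full reaction with DMSO carrier and 100% = background rate without enzyme reaction; no value below 0 was filed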
HPDE-C7 viability = cytotoxicity in HPDE-C7 cells, cell-based, fluorescence, HTS (AID 430); cytotoxicity, % at 10 µM; hits with a dose series show EC50 in µM; HPDE-C7 pancreatic duct cells viability, fluorescence; higher % means a stronger effect; actives 1.8% (n = 63,000);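 also: cells exposed to compound for 48 hours before viability readout; 0% = vehicle and 100% = reference cytotoxic drug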
Spn PMK inh pilot replicates = second read-out of Spn PMK inh, no call of its own (marks repeat the call); inhibition, %; measured here: pilot screen replicates
Spn MK inh pilot replicates = further read-out of Spn MK inh, marked with its call; inhibition, %; measured here: pilot screen replicates
Spn DPM-DC inh pilot screen % = also measured in Spn DPM-DC inh; calls as there; inhibition, %; measured here: pilot screen trials
The depositor's hits bear a star; i = inactive; · = not tested or not shown. Rule as the data show it, unless noted: active = cytotoxicity above about 50%; inactive = the rest.

SMILES | Spn MK inh | Bfl-1 inhibitors | LYP inhibition | Alkaline phosphatase | HPDE-C7K KRASV12 | HT1080 cytotoxicity | Spn DPM-DC inh | Spn PMK inh | HPDE-C7 viability | others
O=C(CSc1nccc(=O)[nH]1)N1c2ccccc2CCc2ccccc21 | 8 | 2% | · | 8% | -1% | -4% | i | 7 | -8%
CCOC(=O)CSc1nc(N(C)C)nc(N(C)C#N)n1 | 1 | 2% | 5% | 4% | 6% | -6% | i | 3 | 10%
c1coc(CNc2ncnc3nc[nH]c23)c1 | 14 | -1% | -6% | 4% | 2% | 1% | i | 0 | 1%
O=C1CCCCCC1C1(O)C(=O)Nc2ccc(Br)cc21 (stereo unspecified) | 0 | -5% | 6% | 6% | -15% | -9% | i | 0 | -9%
O=C1C(Cl)=C(NCC2CCCO2)C(=O)N1c1ccccc1 (stereo unspecified) | 14 | -1% | · | 50% | -8% | -13% | i | 19 | -9%
Cc1onc(-c2ccccc2)c1C(=O)Nc1ccc2c(c1)OCO2 | 7 | 2% | 15% | 6% | -20% | -3% | i | 3 | -10%
CC(=O)C1=C(O)C(=O)N(Cc2ccco2)C1c1ccccc1 (stereo unspecified) | 10 | 1% | -3% | 4% | 5% | 3% | i | 8 | -11%
Cc1nnc(SCC(=O)NCCOc2ccc(Cl)cc2)n1-c1ccccc1 | 3 | 2% | 5% | 4% | 4% | 7% | i | 0 | 0%
Cc1ccc2c(C)nc(NC3=NCN(CCc4ccccc4)CN3)nc2c1 | 9 | -8% | 17% | 6% | 31% | 26% | i | 8 | 33%
COC(=O)COc1ccc(S(=O)(=O)NCc2ccco2)cc1Cl | 7 | -5% | 10% | 9% | -9% | 1% | i | 7 | -8%
CCc1ccc(CC)c(S(=O)(=O)Nc2ccc(O)c(C(=O)O)c2)c1 | 4 | 3% | 4% | -1% | 12% | 2% | i | 9 | 12%
CCOC(=O)CC(=O)CSc1nc2c(cc1C#N)CCCCC2 | 1 | -4% | 4% | 2% | 5% | -2% | i | 6 | -6%
COC(=O)c1cccc(S(=O)(=O)N2CCC(n3nnc4cc(F)ccc43)CC2)c1 | 2 | -9% | 2% | 20% | -24% | -19% | i | 12 | -29%
CCCCn1c(CN2CCN(C(=O)c3ccco3)CC2)nc2c1c(=O)n(C)c(=O)n2C | 0 | 1% | 1% | 2% | -13% | -4% | i | 10 | -20%
O=c1c2[nH]c3ccc(F)cc3c2ncn1CCCn1ccnc1 | 7 | -7% | · | 7% | · | 25% | i | 11 | ·
COc1cccc(NC(=O)c2cccnc2)c1 | 4 | 0% | · | 13% | -2% | 19% | i | 8 | -9%
O=c1c2ccccc2nnn1Cc1ccccn1 | 0 | -5% | 7% | 3% | -6% | 1% | i | 12 | -10%
O=C(CCC(=O)N1CCCC1)Nc1nnc(C(F)(F)F)s1 | 10 | 0% | -1% | 7% | 27% | 4% | i | 1 | -22%
Cc1cc(=O)n2nc(N3CCCC(C(=O)NCCc4ccccc4)C3)sc2n1 (stereo unspecified) | 0 | -7% | 9% | 0% | · | 12% | i | 24 | ·
CCOC(=O)C1CCCN(C(=O)c2cc(Nc3ccc(OC)c(OC)c3)nc3ccccc23)C1 (stereo unspecified) | 0 | 0% | · | 4% | -5% | 11% | i | 16 | -4%
CC(=O)N1CCN(CCN=CC2=C(O)CC(c3ccc(Cl)cc3)CC2=O)CC1 (stereo unspecified) | 7 | -8% | 0% | 1% | 8% | -2% | i | 9 | 6%
CN(C)c1ccc(CN2CCCC(O)C2)cc1 (stereo unspecified) | 7 | 1% | · | 2% | 4% | 2% | i | 0 | 1%
OCCNCC(O)Cn1ccc2ccccc21 (stereo unspecified) | 5 | 2% | · | 11% | -4% | -2% | i | 4 | -15% | Spn PMK inh pilot replicates=1.0;Spn MK inh pilot replicates=0.0;Spn DPM-DC inh pilot screen %=0.0
O=C(Sc1nnnn1C1CCCCC1)c1cccs1 | 2 | -1% | 9% | 3% | -17% | 8% | i | 3 | -11% | Spn PMK inh pilot replicates=0.0;Spn MK inh pilot replicates=0.0;Spn DPM-DC inh pilot screen %=1.0
COc1ccc(-c2ccc(=O)n(CC(=O)Nc3cccc(O)c3)n2)cc1OC | 1 | -5% | -6% | 7% | -11% | -1% | i | 5 | -18%

Copied from the listing (four entries):
SMILES | Spn MK inh | Bfl-1 inhibitors | LYP inhibition | Alkaline phosphatase | HPDE-C7K KRASV12 | HT1080 cytotoxicity | Spn DPM-DC inh | Spn PMK inh | HPDE-C7 viability | others
COC(=O)c1cccc(S(=O)(=O)N2CCC(n3nnc4cc(F)ccc43)CC2)c1 | 2 | -9% | 2% | 20% | -24% | -19% | i | 12 | -29%
CCCCn1c(CN2CCN(C(=O)c3ccco3)CC2)nc2c1c(=O)n(C)c(=O)n2C | 0 | 1% | 1% | 2% | -13% | -4% | i | 10 | -20%
O=c1c2[nH]c3ccc(F)cc3c2ncn1CCCn1ccnc1 | 7 | -7% | · | 7% | · | 25% | i | 11 | ·
COc1cccc(NC(=O)c2cccnc2)c1 | 4 | 0% | · | 13% | -2% | 19% | i | 8 | -9%

Next compounds.
SMILES | Spn MK inh | Bfl-1 inhibitors | LYP inhibition | Alkaline phosphatase | HPDE-C7K KRASV12 | HT1080 cytotoxicity | Spn DPM-DC inh | Spn PMK inh | HPDE-C7 viability | others
CC(C)Cc1nc(SCC(=O)NCc2ccccc2)n[nH]1 | 7 | -3% | 15% | 18% | 1% | 0% | i | 1 | -4%
COc1ccc(C2N(c3cc(Cl)ccc3OC)C(=O)C3CCCN32)c(OC)c1 (stereo unspecified) | 9 | -6% | 9% | 2% | -19% | 3% | i | 0 | -13%
COCCn1nnnc1CN1CCOCC1 | 6 | -6% | 5% | 14% | -35% | 31% | i | 9 | -11%
CCc1nnc(NC(=O)C2CCCN2S(=O)(=O)c2ccc(C)cc2)s1 (stereo unspecified) | 3 | 4% | -1% | 15% | 2% | 0% | i | 14 | -18% | Spn PMK inh pilot replicates=2.5;Spn MK inh pilot replicates=3.5;Spn DPM-DC inh pilot screen %=0.5
Cc1ccc(OCc2nnc(SCC(=O)Nc3cc(C)on3)n2C)cc1 | 13 | -9% | · | 14% | -6% | 1% | i | 13 | -22%
O=C1NCC(O)=C1C=NC12CC3CC(CC(C3)C1)C2 | 6 | -6% | 19% | 10% | -3% | 3% | i | 9 | -13%
Cc1cccc(NC(=O)C2c3ccccc3C(=O)N3CCc4ccccc4C23)n1 (stereo unspecified) | 11 | -3% | -7% | 1% | 6% | 0% | i | 17 | 1%
Cc1cc(=O)c2ccccc2s1 | 6 | 2% | -5% | 8% | -20% | · | i | 0 | -15%
C=CCOc1ccc(NC(=O)C2CC(=O)N(C(C)C)C2)cc1 (stereo unspecified) | 3 | -18% | 8% | 4% | 3% | -11% | i | 14 | 3%
Cc1c(NS(=O)(=O)c2ccc3c(c2)c(=O)n(C)c(=O)n3C)c(=O)n(-c2ccccc2)n1C | 4 | -1% | · | 7% | 2% | -2% | i | 0 | 1% | Spn PMK inh pilot replicates=2.0;Spn MK inh pilot replicates=0.0;Spn DPM-DC inh pilot screen %=0.0
Cc1cc(NC(=O)CSc2nnc(C(C)N(C)C)n2Cc2ccccc2)no1 (stereo unspecified) | 4 | 5% | 0% | 13% | 6% | -7% | i | 18 | 6%
COc1cccc(S(=O)(=O)Nc2ccc(C(=O)N3CCOCC3)cc2)c1 | 9 | -3% | 5% | 0% | 6% | -6% | i | 0 | 5%
COc1ccc(-c2noc(COc3ccc4c(c3)OCO4)n2)cc1OC | 4 | -4% | -6% | 13% | 7% | -5% | i | 10 | 9%
CCC(C)(C(=O)NC1CCCCC1)N(Cc1ccco1)C(=O)c1ccc2c(c1)OCO2 (stereo unspecified) | 3 | 7% | 5% | 2% | 3% | -8% | i | 0 | -6% | Spn PMK inh pilot replicates=4.5;Spn MK inh pilot replicates=0.5;Spn DPM-DC inh pilot screen %=0.5
O=C(CN1CCN(c2ncc(C(F)(F)F)cc2Cl)CC1)Nc1ccc2c(c1)OCO2 | 4 | 0% | 12% | 15% | 0% | -4% | i | 2 | -13% | Spn PMK inh pilot replicates=3.5;Spn MK inh pilot replicates=4.5;Spn DPM-DC inh pilot screen %=0.0
O=C(CCCN1C(=O)CCC1=O)Nc1ccc(Cl)c(C(F)(F)F)c1 | 5 | 5% | -6% | 9% | -1% | 0% | i | 9 | 8%
Cc1coc2c(C)c3oc(=O)c4c(c3cc12)CCC4 | 7 | -2% | 10% | 4% | 20% | -6% | i | 9 | 14%
CC1CCN(S(=O)(=O)c2ccc3[nH]c(=O)cc(C(=O)O)c3c2)CC1 | 2 | -7% | -3% | 10% | -6% | -8% | i | 15 | -6% | Spn PMK inh pilot replicates=2.5;Spn MK inh pilot replicates=0.0;Spn DPM-DC inh pilot screen %=2.5
Cc1ccc(S(=O)(=O)NC(C)C(=O)Nc2ccccc2C(=O)N2CCCC2)cc1 (stereo unspecified) | 5 | 0% | 9% | 8% | 7% | -4% | i | 11 | 5%
